# LYPLA2 counter: LYPLA2 inhibitors, primary screen, counter-screen for PME1 inhibitor project, biochemical, fluorescence polarization, FP-Rh probe ABPP; inhibition, % at 5.9 µM; 0.38% of 320,000 active; recombinant LYPLA2;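 active = inhibition above the screen-wide mean plus 3 SD, limit set per campaign, cut at about 26% in these data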;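 note: 0% = LYPLA2 with DMSO and 100% = wells lacking LYPLA2 enzyme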
# Target sequence (O95372 whole entry, looked up): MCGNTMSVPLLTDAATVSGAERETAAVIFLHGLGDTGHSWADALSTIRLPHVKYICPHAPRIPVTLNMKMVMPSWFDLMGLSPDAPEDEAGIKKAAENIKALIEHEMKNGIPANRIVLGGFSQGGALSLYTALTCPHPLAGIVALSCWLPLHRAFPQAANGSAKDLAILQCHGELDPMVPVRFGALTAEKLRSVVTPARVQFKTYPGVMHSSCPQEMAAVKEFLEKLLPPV
# pPAFAH FP inh: pPAFAH enzyme inhibitors, primary screen, biochemical, fluorescence polarization, human | Platelet-activating factor acetylhydrolase (Homo sapiens), Q13093 | recombinant pPAFAH, FP-rhodamine probe fluorescence polarization | inhibition, % at 3.39 µM | 1.5% of 330,000 active;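 active = inhibition above the mean inhibition across the screen plus 3 SD, cut at about 25% in these data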;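 note: inhibitors block binding of the rhodamine activity-based probe so polarization drops; 0% = enzyme with DMSO and 100% = wells lacking pPAFAH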
# PAFAH1B2 inh: PAFAH1B2 enzyme inhibitors, primary screen, biochemical, fluorescence polarization, human. Platelet-activating factor acetylhydrolase IB subunit alpha2 (Homo sapiens), P68402. recombinant PAFAH1B2, FP-rhodamine activity probe. inhibition, % at 3.39 µM. 1.2% of 340,000 active. AID 492953, 2010;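 active = inhibition above the mean of all tested compounds plus 3 SD, cut at about 24% in these data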;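 note: 0% = enzyme with DMSO and 100% = wells lacking PAFAH1B2; many of its hits are not listed in these tables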
# PAD4 FP inh: human PAD4 inhibitors, primary screen, biochemical, fluorescence polarization, 1536-well format | AID 485272, 2010 | recombinant PAD4, RCA probe fluorescence polarization | inhibition, % at 6.36 µM | 0.41% of 330,000 active;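 active = percent inhibition above a cutoff equal to the mean of all tested compounds plus 3 SD, cut at about 15% in these data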;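 note: 0% = PAD4 with RCA probe and DMSO and 100% = probe without PAD4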
# PREPL inhibitor: PREPL enzyme inhibitors, primary screen, biochemical, fluorescence polarization; inhibition, % at 5.96 µM; recombinant PREPL, fluorescence polarization activity-based probe; Prolyl endopeptidase-like (Homo sapiens), Q4J6C6; 0.68% of 320,000 active; in the data active = inhibition above about 43%;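 note: 0% = enzyme with DMSO and 100% = wells lacking enzyme; many of its hits are not listed in these tables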
# PAFAH1B3 FP inh: PAFAH1B3 enzyme inhibitors, primary screen, biochemical, fluorescence polarization, human; 0.28% of 340,000 active; recombinant PAFAH1B3, FP-rhodamine probe; inhibition, % at 3.39 µM;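 active = inhibition above the screen-wide average of all tested compounds plus 3 SD, cut at about 25% in these data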;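 note: 0% = enzyme with DMSO only and 100% = wells lacking PAFAH1B3 protein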
# LYPLA1 counter: LYPLA1 inhibitors, primary screen, counter-screen for PME1 inhibitor project, biochemical, fluorescence polarization, FP-Rh probe ABPP | Acyl-protein thioesterase 1 (Homo sapiens), O75608 | recombinant LYPLA1 | inhibition, % at 5.9 µM | 0.16% of 320,000 active;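 active = inhibition above the mean of all tested compounds plus 3 SD, set per campaign, cut at about 14% in these data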;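 note: inhibitors block serine hydrolase probe labeling of LYPLA1 so polarization falls; 0% = enzyme with DMSO and 100% = wells lacking LYPLA1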
# GSTO1 counter: inhibitors of recombinant GSTO1, primary screen, counter-screen for RBBP9 inhibitor project, biochemical, fluorescence polarization. Glutathione S-transferase omega-1 (Homo sapiens), P78417. activity-based probe fluorescence polarization. inhibition, % at 5.96 µM. 1.1% of 300,000 active. AID 1974, 2009;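 active = inhibition above the campaign mean inhibition plus 3 SD, cut at about 35% in these data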;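 note: 0% = GSTO1-1 with DMSO and 100% = wells lacking GSTO1-1 enzyme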
# PME-1 primary: PME-1 inhibitors via competitive probe labeling, primary screen, biochemical, fluorescence polarization, FP-Rh probe, HTS; recombinant PME-1; inhibition, % at 5.9 µM; 0.53% of 320,000 active;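 active = inhibition above the campaign mean of all compounds plus 3 SD, cut at about 26% in these data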;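 note: competitive labeling of PME-1 active site by serine hydrolase directed probe; 0% = PME-1 with DMSO and 100% = wells lacking PME-1 enzyme; inhibitors block probe labeling so polarization falls and inhibition rises; many of its hits are not listed in these tables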
# Target sequence (Q9Y570 whole entry, looked up): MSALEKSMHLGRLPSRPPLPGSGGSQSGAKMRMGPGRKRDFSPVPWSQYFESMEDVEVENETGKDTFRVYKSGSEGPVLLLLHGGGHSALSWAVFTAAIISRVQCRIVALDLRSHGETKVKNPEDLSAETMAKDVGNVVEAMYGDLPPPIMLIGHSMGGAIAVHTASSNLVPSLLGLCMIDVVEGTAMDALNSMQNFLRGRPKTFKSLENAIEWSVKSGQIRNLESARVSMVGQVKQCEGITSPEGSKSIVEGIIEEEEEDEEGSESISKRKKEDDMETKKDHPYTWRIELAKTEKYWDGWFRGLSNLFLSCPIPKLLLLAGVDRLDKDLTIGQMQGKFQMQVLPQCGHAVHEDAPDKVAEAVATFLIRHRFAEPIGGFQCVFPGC
# * marks the source's active call; other numbers are inactive results; · = no result given.
compound | LYPLA2 counter | pPAFAH FP inh | PAFAH1B2 inh | PAD4 FP inh | PREPL inhibitor | PAFAH1B3 FP inh | LYPLA1 counter | GSTO1 counter | PME-1 primary
CCc1cc(-c2ccc3c(c2)COc2c4ccccc4nn2-3)on1 | -7 | 8 | 2 | -2 | -8 | -3 | -6 | 4 | -8
Cc1ccc(Nc2nc(CSc3nnnn3C)cs2)cc1 | 12 | 7 | -5 | 1 | 11 | -1 | -2 | 1 | 4
CCCn1c(SCc2nc(-c3cccs3)no2)nnc1-c1ccncc1 | -1 | 4 | 2 | 1 | 14 | 2 | 1 | 10 | -4
NC(=O)c1cc2c(s1)-c1cc(Cl)ccc1SC2 | -4 | 1 | 6 | -2 | 4 | 5 | -7 | 8 | -4
Cc1ccc(OCCC(=O)Nc2ccc3c(c2)OCCCO3)cc1 | 6 | -6 | -2 | -2 | 6 | -1 | 0 | · | -6
COCCn1c(SC(C)C(=O)Nc2ncc(Cl)cc2Cl)nc2ccccc21 (configuration not stated) | 5 | 7 | 1 | -4 | -15 | 4 | 1 | 2 | 3
COc1cccc(Nc2nc(-c3sc(NC(=O)c4ccco4)nc3C)cs2)c1 | -13 | 15 | 9 | -7 | 5 | 7 | -12 | -10 | 24
O=C(Nc1ccccc1)c1ccc(Br)c(S(=O)(=O)Nc2ccccn2)c1 | 0 | -2 | -1 | 1 | 10 | -1 | -1 | 3 | 0
COc1ccc(C2(c3ccc(OC)cc3)NC(=O)N(CC(=O)Nc3ccc(N4CCOCC4)cc3)C2=O)cc1 | -11 | 3 | 3 | -1 | 17 | 2 | -7 | 4 | 2
CCc1nnc(NC(=O)c2cccc(NC(=O)C(C)C)c2)s1 | 6 | 2 | 5 | 1 | -6 | 8 | -1 | 2 | -1
O=[N+]([O-])c1cc(CN2CCCC2)ccc1Sc1ccc(Cl)cc1 | 0 | 5 | 4 | -1 | -10 | 5 | -2 | 5 | -5
Cc1cc(=O)oc2cc(OCC(=O)N3CCN(C(=O)c4ccco4)CC3)ccc12 | 1 | 0 | 2 | -3 | -1 | 8 | -2 | 3 | -1
C=C(Cl)COc1ccc2c(CCCC)cc(=O)oc2c1 | 11 | 13 | 1 | -6 | -48 | 3 | 3 | -8 | 1
O=c1[nH]c2ccc(NS(=O)(=O)c3ccc4ccccc4c3)cc2[nH]1 | -8 | -2 | 12 | -2 | 18 | 2 | 0 | -32 | 5
CCc1cc2c(SCC(=O)c3ccccc3)ncnc2s1 | 7 | 5 | 2 | 2 | -4 | 5 | -4 | 2 | -8
Cc1ccc(C(=O)/C=C/Nc2ccc([N+](=O)[O-])cc2Br)cc1 | 6 | 5 | -5 | -2 | 13 | -3 | 1 | 11 | 0
COC(=O)[C@]1(C)N[C@H](CN(C)C(=O)c2ccc(C(C)(C)C)cc2)[C@@H]2C(=O)N(Cc3ccccc3)C(=O)[C@@H]21 | · | 5 | 5 | 0 | 14 | 4 | · | · | ·
CC(=O)NC(N1CCCCC1)C(F)(F)C(F)(F)C(F)(F)C(F)F (configuration not stated) | 1 | -1 | 8 | -3 | -3 | 10 | 0 | -2 | 1
Cc1ccc(N2C(=O)N(CC(=O)N(C)Cc3ccccc3)C(=O)C2C)cc1 (configuration not stated) | 3 | 2 | 3 | 0 | 0 | 8 | -1 | 5 | -1
Cc1[nH]nc2c1C1(C(=O)N(Cc3ccc(Cl)cc3)c3ccccc31)C(C#N)=C(N)O2 (configuration not stated) | -2 | 2 | 9 | -1 | 13 | -4 | -4 | -1 | 2
COc1ccccc1/C=C(\C#N)C(=O)Nc1ccc(S(N)(=O)=O)cc1 | -5 | -7 | -2 | -5 | 1 | -1 | 1 | 4 | -1
CCOC(=O)c1c(NC(=O)COC(=O)CCOc2ccc(OCC)cc2)sc(C(=O)N(C)C)c1C | 3 | 23 | 1 | 0 | 11 | -2 | -1 | 3 | 7
COC(=O)c1ccc(CSc2ccc(S(=O)(=O)N3CCCCC3)cn2)cc1 | 3 | 1 | -2 | 3 | 3 | 2 | -1 | · | -5
COc1ccccc1N1CCN(C2CCN(C(=O)c3cccc(F)c3)CC2)CC1 | 2 | -3 | 0 | -12 | 8 | 1 | 2 | -2 | -2
O=C(c1c(F)c(F)c(F)c(F)c1F)N1CCN(c2cccc(C(F)(F)F)c2)CC1 | 8 | 3 | 5 | 4 | 7 | -6 | 2 | 3 | -1
COCCCNCCCCOc1ccc(Br)cc1C | -1 | 2 | -1 | 2 | 20 | 11 | -3 | 8 | -3
CC(=O)c1c(CSc2ccccc2)oc2ccc(O)c(CN(C)C)c12 | 7 | 5 | 12 | -1 | 18 | 2 | 1 | -5 | -1
Cc1ccc(Cn2nnc3c(=O)n(CC(=O)N4CCN(c5ccccc5)CC4)cnc32)cc1 | 3 | 2 | 1 | 0 | 17 | -13 | -2 | 5 | 7

# Among those listed so far, 10 have a carbonyl joined to an NH by a bond outside any ring:
compound | LYPLA2 counter | pPAFAH FP inh | PAFAH1B2 inh | PAD4 FP inh | PREPL inhibitor | PAFAH1B3 FP inh | LYPLA1 counter | GSTO1 counter | PME-1 primary
NC(=O)c1cc2c(s1)-c1cc(Cl)ccc1SC2 | -4 | 1 | 6 | -2 | 4 | 5 | -7 | 8 | -4
Cc1ccc(OCCC(=O)Nc2ccc3c(c2)OCCCO3)cc1 | 6 | -6 | -2 | -2 | 6 | -1 | 0 | · | -6
COCCn1c(SC(C)C(=O)Nc2ncc(Cl)cc2Cl)nc2ccccc21 (configuration not stated) | 5 | 7 | 1 | -4 | -15 | 4 | 1 | 2 | 3
COc1cccc(Nc2nc(-c3sc(NC(=O)c4ccco4)nc3C)cs2)c1 | -13 | 15 | 9 | -7 | 5 | 7 | -12 | -10 | 24
O=C(Nc1ccccc1)c1ccc(Br)c(S(=O)(=O)Nc2ccccn2)c1 | 0 | -2 | -1 | 1 | 10 | -1 | -1 | 3 | 0
COc1ccc(C2(c3ccc(OC)cc3)NC(=O)N(CC(=O)Nc3ccc(N4CCOCC4)cc3)C2=O)cc1 | -11 | 3 | 3 | -1 | 17 | 2 | -7 | 4 | 2
CCc1nnc(NC(=O)c2cccc(NC(=O)C(C)C)c2)s1 | 6 | 2 | 5 | 1 | -6 | 8 | -1 | 2 | -1
CC(=O)NC(N1CCCCC1)C(F)(F)C(F)(F)C(F)(F)C(F)F (configuration not stated) | 1 | -1 | 8 | -3 | -3 | 10 | 0 | -2 | 1
COc1ccccc1/C=C(\C#N)C(=O)Nc1ccc(S(N)(=O)=O)cc1 | -5 | -7 | -2 | -5 | 1 | -1 | 1 | 4 | -1
CCOC(=O)c1c(NC(=O)COC(=O)CCOc2ccc(OCC)cc2)sc(C(=O)N(C)C)c1C | 3 | 23 | 1 | 0 | 11 | -2 | -1 | 3 | 7

# A portion of the library, so the mix of outcomes need not match the whole.
